Screening results deposited in PubChem by The Scripps Research Institute Molecular Screening Center.
M1 PAM: human M1 muscarinic receptor positive allosteric modulators, primary screen, CHO-K1 cells, Fluo-8 calcium fluorescence, 1536-well; Muscarinic acetylcholine receptor M1 (Homo sapiens), P11229; CHO-K1 hM1, ACh EC20; 0% = ACh EC20, 100% = maximal ACh; activation, % at 3 µM; 0.088% of 360,000 active; in the data active = activation above about 19%, passing the limit was not always enough
Target sequence (P11229 whole entry, looked up): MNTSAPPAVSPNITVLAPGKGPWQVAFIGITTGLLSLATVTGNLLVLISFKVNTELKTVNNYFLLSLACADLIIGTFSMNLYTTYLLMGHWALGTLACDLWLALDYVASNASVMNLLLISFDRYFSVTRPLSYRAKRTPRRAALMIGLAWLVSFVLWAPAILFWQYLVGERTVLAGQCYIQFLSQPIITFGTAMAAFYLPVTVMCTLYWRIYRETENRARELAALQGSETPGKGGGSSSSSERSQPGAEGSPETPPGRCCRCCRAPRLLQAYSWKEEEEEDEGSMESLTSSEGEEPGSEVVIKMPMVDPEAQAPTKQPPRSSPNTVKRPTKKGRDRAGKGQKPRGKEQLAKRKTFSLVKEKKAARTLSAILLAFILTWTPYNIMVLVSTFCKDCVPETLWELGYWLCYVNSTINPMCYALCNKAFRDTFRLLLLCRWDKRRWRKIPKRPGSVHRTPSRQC
CHO-K1 Ca antag: counter-screen for M1 antagonists: effect in parental CHO-K1 cells; ATP-induced calcium, Fluo-8 fluorescence; AID 602250; 0.6% of 360,000 active; inhibition, % at 3 µM;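 active = inhibition above a per-plate cutoff, the plate's mean sample inhibition plus 3 SD, cut at about 24% in these data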;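 also: 0% = DMSO plus EC80 ATP and 100% = DMSO alone without ATP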
TAAR1 antagonist: human TAAR1 antagonists, primary screen, Fluo-8 calcium fluorescence, CHO RD-HGA16 cells | inhibition, % at 3 µM | Trace amine-associated receptor 1 (Homo sapiens), Q96RJ0 | antagonist | 1.5% of 360,000 active;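 active = inhibition above a per-plate cutoff, the mean inhibition of test compounds on that plate plus 3 SD, cut at about 49% in these data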;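 also: 0% = DMSO plus EC80 beta-PEA response and 100% = DMSO alone without agonist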
Target sequence (Q96RJ0 whole entry, looked up): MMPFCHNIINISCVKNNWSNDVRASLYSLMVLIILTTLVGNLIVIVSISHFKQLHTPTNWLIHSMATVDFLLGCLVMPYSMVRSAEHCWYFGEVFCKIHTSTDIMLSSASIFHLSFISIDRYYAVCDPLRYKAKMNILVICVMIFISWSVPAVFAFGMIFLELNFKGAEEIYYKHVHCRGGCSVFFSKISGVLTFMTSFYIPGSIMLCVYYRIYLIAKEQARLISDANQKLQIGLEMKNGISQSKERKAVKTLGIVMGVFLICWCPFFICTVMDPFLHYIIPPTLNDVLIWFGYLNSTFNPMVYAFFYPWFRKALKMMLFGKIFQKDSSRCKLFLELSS
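Assay system: CHO-derived RD-HGA16 cells stably expressing human TAAR1 plus Gα16. Timing: 140 s kinetic read after compound, 140 s after agonist. Technique: kinetic Fluo-8 calcium fluorescence measurement. Measure: % inhibition of agonist calcium response.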
CHO-K1 Ca PAM: nonselective calcium activators in parental CHO-K1 cells, primary screen, counter-screen for M1 PAM project, cell-based, Fluo-8 calcium fluorescence, full deck, 1536-well; 0.02% of 360,000 active; activation, % at 3 µM; ATP EC20; 0% at ATP EC20, 100% at ATP max; AID 602247, 2012;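 active = activation above the run cutoff, the mean activation of all test compounds plus 3 SD, cut at about 40% in these data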;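 also: peak over basal fluorescence ratio in a 140 s read after ATP addition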
M1 ag parental: counter-screen for M1 agonists: effect in parental CHO-K1 cells; Fluo-8 calcium fluorescence; scaled to maximal ATP response, vehicle zero; activation, % at 3 µM; 0.48% of 360,000 active; in the data active = activation above about 15%;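 also: untransfected CHO-K1 host cells lacking M1 receptor as counterscreen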
CHRM1 antagonist: human M1 muscarinic receptor antagonists, primary screen, CHO-K1 cells, Fluo-8 calcium fluorescence, 1536-well; Muscarinic acetylcholine receptor M1 (Homo sapiens), P11229; CHO-K1 hM1, ACh EC80 antagonist; inhibition, % at 3 µM; 1.3% of 360,000 active; AID 588852, 2011;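 active = percent inhibition above its own plate's cutoff, namely the mean of that plate's compound wells plus 3 SD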;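 also: peak over basal fluorescence ratio during 140 s after agonist addition; 0% = ACh EC80 plus DMSO and 100% = DMSO alone without agonist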
TAAR1 ag: human TAAR1 agonists, primary screen, Fluo-8 calcium fluorescence, CHO RD-HGA16 cells; 0.99% of 360,000 active; AID 624467, 2012; vehicle wells 0%, saturating PEA agonist 100%; activation, % at 3 µM;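 active = activation above the mean activation of all test compounds in the run plus 3 SD, cut at about 38% in these data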
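Benchmarks: low control DMSO, high control PEA (EC100); System: CHO RD-HGA16 cells carrying human TAAR1 plus Gα16; Detection: Fluo-8 fluorescence, 5 s baseline then 140 s kinetic read; Schedule: 17-24 h plating, Fluo-8 75 min 37 °C, 30 min RT; Read-out basis: % activation from peak over basal fluorescence ratio, DMSO-to-PEA scaled.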
CHRM1 agonist: human M1 muscarinic receptor agonists, primary screen, Fluo-8 calcium fluorescence, CHO-K1 cells, HTS | Muscarinic acetylcholine receptor M1 (Homo sapiens), P11229 | CHO-K1 hM1, agonist mode; 0% DMSO, 100% acetylcholine EC100 | activation, % at 3 µM | 0.33% of 360,000 active | AID 588814, 2011;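 active = activation above the run's mean compound activation plus 3 SD, cut at about 16% in these data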;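 also: peak over basal fluorescence ratio within a 140 s kinetic read after compound addition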
CHO parental Ca: ATP-evoked calcium signal inhibitors, parental CHO, primary screen, counter-screen for OX1R antagonist project, cell-based, fluorescence, Fluo-8 calcium dye; parental CHO-K1, ATP-induced calcium, Fluo-8 fluorescence; inhibition, % at 5.6 µM; 0.63% of 330,000 active; AID 463079, 2010;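 active = inhibition above that plate's mean sample inhibition plus 3 SD, cut at about 26% in these data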;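 also: 0% = ATP-challenged DMSO wells and 100% = DMSO wells without ATP; some compounds past the cut are filed as inactive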
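Test system: untransfected parental CHO cell line. Compound: one dose, 5.6 µM nominal. Detection: intracellular calcium via Fluo-8 no-wash fluorescent dye. Measure: % inhibition. Benchmarks: ATP-challenged DMSO wells low, unchallenged DMSO wells high.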
* = called active by the depositor; / = not tested or not shown. Compounds as they come. About 4.4% of those tested had a hit in this group.

SMILES | M1 PAM | CHO-K1 Ca antag | TAAR1 antagonist | CHO-K1 Ca PAM | M1 ag parental | CHRM1 antagonist | TAAR1 ag | CHRM1 agonist | CHO parental Ca
CCOCCCNCc1ccc(OCc2ccc(F)cc2)c(OC)c1 | -9 | -16 | -28 | -12 | 1.3 | 12 | 4 | -8 | -11
COc1ccc(CC(=O)N/N=C/c2cccn2-c2ccc([N+](=O)[O-])cc2)cc1OC | -3 | 6 | 38 | 0 | 8.2 | -3 | 21 | -2 | -26
O=C(NNC(=O)c1cc(Br)c(Br)s1)c1ccncc1 | 6 | -18 | -11 | 14 | 0.6 | -3 | 1 | -2 | -10
Cc1[nH]c(=O)c(C#N)c(C)c1[N+](=O)[O-] | -1 | -8 | -21 | 3 | 0.2 | -1 | 8 | -2 | -11
CCCCN(Cc1ccccc1)C(=O)CCN1C(=O)C2C3C=CC(C3)C2C1=O (stereo not given) | 11 | -15 | 12 | 4 | 2.4 | -13 | 1 | -1 | -11
O=C(CC1SCCNC1=O)NCc1ccccc1 (stereo not given) | 8 | -10 | -16 | 13 | -0.3 | -19 | 1 | -4 | /
Cc1cccc(C(=O)NNC(=O)c2ccc(-c3ccccc3)cc2)c1 | 10 | 7 | 3 | -7 | -0.2 | -16 | 3 | 1 | -10
NC(=Nc1ccc(N)cc1)C(N)=Nc1ccc(N)cc1 | 12 | 6 | -18 | 1 | 0.1 | -3 | -1 | -1 | 1
CCOC(=O)Cn1c(=O)c2c(nc3n2CC(C)CN3Cc2ccccc2)n(C)c1=O (stereo not given) | 20 | 10 | -8 | 1 | 0.2 | -17 | 1 | 4 | -8
COCCNC(=O)c1cccc(OC2CCN(Cc3cccc(C(C)=O)c3)CC2)c1 | 3 | 2 | 23 | 8 | 8.5 | -10 | 2 | -3 | -13
C=CCSc1nc2sc(-c3ccccc3)cc2c(=O)n1N | 10 | -4 | -8 | 6 | -0.3 | -15 | 5 | -2 | 3
CC(CN1CCN(CC(C)C(=O)c2ccccc2)CC1)C(=O)c1ccccc1 (stereo not given) | -12 | -3 | 6 | -7 | 0.5 | 20 | 1 | -8 | /
CC(NC(=O)CSc1ccccc1)c1ccccc1 (stereo not given) | 11 | -7 | -15 | 5 | 0.2 | -12 | -1 | -3 | /
CN(Cc1cnccn1)Cc1nc(Cc2cccc(F)c2)no1 | 7 | -8 | -10 | -2 | 0.3 | -10 | 1 | -1 | 1
O=C(CN(Cc1ccco1)C(=O)c1cc(=O)[nH]c2ccccc12)Nc1ccccc1C(F)(F)F | 3 | 4 | -4 | 5 | 0.9 | -5 | 10 | -2 | -8
CCc1nc2ccccc2n1CC(C)C(=O)O (stereo not given) | 6 | -1 | -2 | 15 | 0.6 | -2 | 0 | -3 | -11
Cc1ccc(-c2nc(CN3CCCC(C(=O)N4CCOCC4)C3)c(C)o2)cc1 (stereo not given) | 11 | -4 | 12 | 15 | -0.3 | -15 | -2 | -5 | -20
CCCCOC(=O)Nc1ccc(C(=O)OCCC)cc1 | -7 | 24* | 18 | -6 | -0.5 | 6 | 11 | -6 | -11
COC(=O)Cn1cnc2c(nnn2-c2ccc(C)cc2)c1=O | 8 | -3 | -7 | 17 | -0.3 | -11 | 5 | -7 | 3
C[C@@H](NC(=O)c1ncn2c1c(=O)[nH]c1ccc(Br)cc12)c1ccccc1 | 3 | -8 | -8 | 3 | 0.5 | -16 | 2 | -1 | /
CCCC12CN3CCN(CC(C3)/C1=N\NC(=O)c1ccccc1N)C2 | 4 | -3 | 4 | 14 | 0.9 | -3 | 2 | -5 | -14
N#Cc1ccc(Nc2nc(-c3ccccc3)c(C(=O)c3ccccc3)s2)cc1 | -5 | -14 | 35 | 7 | 0.6 | -21 | 0 | -5 | /
COc1cccc(NC(=O)CS(=O)(=O)Cc2nc(-c3ccc(C)cc3)oc2C)c1 | 13 | -16 | -10 | 1 | 1.9 | -11 | -2 | -2 | -18
O=C(CCNC(=O)c1ccc([N+](=O)[O-])cc1)Nc1cccc(S(=O)(=O)N2CCOCC2)c1 | 5 | 6 | -10 | -16 | -0.1 | -5 | 1 | -3 | -4
COc1ccccc1C(=O)COC(=O)CN1C(=O)C2CC=CCC2C1=O (stereo not given) | 12 | -1 | -14 | 7 | 4.7 | -13 | 1 | -3 | -10
N#Cc1nc(COc2ccc(Cl)cc2)oc1N1CCCC1 | -11 | 2 | 3 | -1 | 0.0 | 12 | 1 | -6 | -9
Cc1ccc(NS(=O)(=O)c2cc3[nH]c(=O)c(=O)[nH]c3cc2C)c(C)c1 | 6 | 1 | -1 | 21 | 0.7 | -9 | 1 | -3 | 5
Cc1ccc(C)c(S(=O)(=O)N2CCCC2CNC(=O)C(=O)Nc2ccccc2)c1 (stereo not given) | 0 | 22 | -3 | 23 | 3.6 | -4 | 0 | -1 | /
COc1cc(Cl)c(C)cc1Nc1ncccn1 | 2 | -7 | -24 | 5 | -1.0 | -3 | 9 | -6 | -2
C=CCOc1c(OC)cc(Cl)cc1C1NC(=O)NC(C)=C1C(C)=O (stereo not given) | 9 | -4 | -5 | 9 | 0.3 | -29 | 20 | -4 | 2
Cn1c(NC(=O)c2ccc(Cl)cc2Cl)cc(=O)n(C)c1=O | 2 | 5 | -16 | 5 | 0.6 | 1 | 5 | -3 | -8
CC(C)n1cnc2c(oc3ccccc32)c1=O | 10 | -15 | -11 | 1 | 0.9 | -16 | 1 | -4 | /
COc1ccc(C(=O)NCc2csc(C(C)C)n2)cc1OC1CCN(C(C)=O)CC1 | 8 | -9 | 4 | 10 | 1.1 | -16 | 0 | -3 | -6
COc1cc(-n2c(C)nc3cc(C(=O)NCc4ccco4)ccc32)cc(OC)c1OC | -2 | -2 | -14 | -4 | 0.2 | -1 | 2 | -3 | -20
O=C(Oc1ccc2ccc(O)cc2c1)c1ccccc1Cl | 6 | 0 | 8 | -12 | -0.3 | -15 | -1 | -1 | /
COc1ccc(Cl)cc1NC(=O)C(C)Sc1nnc(C2CC2)n1C1CC1 (stereo not given) | -2 | -16 | -3 | 11 | -0.2 | -1 | 0 | -6 | -12
COc1ccccc1C(=O)N(Cc1cccs1)C1CCS(=O)(=O)C1 (stereo not given) | 1 | -10 | 14 | 8 | 0.0 | -22 | 8 | -2 | -6
O=C(Nc1nc2ccccc2[nH]1)C1CC(=O)N(c2ccc3c(c2)OCCO3)C1 (stereo not given) | 2 | -7 | -9 | 20 | 0.8 | -8 | 3 | -1 | -6
CCc1ccc(OCC(=O)NNC(=O)CSc2nnc(-c3ccc(C)cc3)n2C)cc1 | 4 | -9 | -32 | 8 | -1.3 | -13 | -1 | -6 | -20
CC(C)N1CCN(Cc2cc3ccccc3[nH]2)CC1CCO (stereo not given) | 4 | -6 | 4 | 16 | 0.8 | -7 | -1 | -6 | 0
Cc1c(C(=O)N(C)CCn2ccnc2C)oc2c(F)cccc12 | 16 | -8 | -2 | 10 | 0.8 | -18 | 6 | -8 | -10
Cc1ccccc1NC(=O)Cc1nc(COC(=O)c2ccc([N+](=O)[O-])cc2)cs1 | -7 | -3 | 20 | -11 | 1.9 | 6 | 7 | -1 | /
COc1cccc(C(=O)OCC(=O)Nc2nnc(-c3ccccc3)o2)c1 | 10 | 11 | -11 | -15 | -0.1 | -7 | 0 | -3 | -16
Cc1ccc(F)cc1NC(=O)N1c2ccccc2NC(=O)CC1C (stereo not given) | 4 | -5 | -7 | 16 | -0.2 | -4 | 7 | -3 | -12
CN(C)c1nc(Nc2ccc(F)cc2)nc(Oc2ccc(F)cc2)n1 | 1 | -4 | 9 | 11 | 1.4 | -12 | 1 | -4 | -21

Complete entries from above.
Listed for CCCCN(Cc1ccccc1)C(=O)CCN1C(=O)C2C3C=CC(C3)C2C1=O (stereo not given) = M1 PAM = 11; CHO-K1 Ca antag = -15; TAAR1 antagonist = 12; CHO-K1 Ca PAM = 4; M1 ag parental = 2.4; CHRM1 antagonist = -13; TAAR1 ag = 1; CHRM1 agonist = -1; CHO parental Ca = -11
Listed for COc1cc(Cl)c(C)cc1Nc1ncccn1 = M1 PAM = 2; CHO-K1 Ca antag = -7; TAAR1 antagonist = -24; CHO-K1 Ca PAM = 5; M1 ag parental = -1.0; CHRM1 antagonist = -3; TAAR1 ag = 9; CHRM1 agonist = -6; CHO parental Ca = -2
Listed for CCCCOC(=O)Nc1ccc(C(=O)OCCC)cc1 = M1 PAM = -7; CHO-K1 Ca antag = 24*; TAAR1 antagonist = 18; CHO-K1 Ca PAM = -6; M1 ag parental = -0.5; CHRM1 antagonist = 6; TAAR1 ag = 11; CHRM1 agonist = -6; CHO parental Ca = -11

(more compounds)
SMILES | M1 PAM | CHO-K1 Ca antag | TAAR1 antagonist | CHO-K1 Ca PAM | M1 ag parental | CHRM1 antagonist | TAAR1 ag | CHRM1 agonist | CHO parental Ca
Cn1c(=O)c2c(nc(CN3CCN(Cc4ccccc4)CC3)n2Cc2ccc(Cl)cc2)n(C)c1=O | 0 | 6 | -18 | 16 | -0.3 | -15 | -1 | -12 | -11
COc1cc(S(=O)(=O)Nc2cccc(C(=O)O)c2)c(OC)cc1Cl | -2 | -15 | -6 | -2 | -0.2 | 6 | 0 | -3 | -5
CCCCNC(=O)c1nc(C2CCN(S(=O)(=O)c3c(F)cccc3F)CC2)oc1-c1ccccc1 | -1 | -19 | -7 | 2 | 0.3 | -24 | -1 | -5 | /
CCn1c(=O)cc(OCC(=O)NCc2ccco2)c2ccccc21 | 12 | 15 | 11 | -5 | 0.3 | -7 | 13 | -3 | -12
O=S(=O)(c1ccc(Cl)c(NC(=S)Nc2ccccc2N2CCOCC2)c1)N1CCOCC1 | -3 | 22 | -30 | -11 | -0.4 | 5 | 5 | -7 | -24
CC(NC(=O)C1CCCO1)c1ccccc1 (stereo not given) | 3 | -9 | 14 | 15 | 0.0 | -23 | 8 | 0 | -8
COc1cc(-c2noc(-c3cccc(Cl)c3)n2)cc(OC)c1OC | -4 | -6 | -8 | 4 | 0.6 | 15 | 11 | -5 | -2
COc1ccc(C(NC(=O)C2CCN(C/C=C/c3ccc(OC(C)=O)c(OC)c3)CC2)c2ccccn2)cc1 (stereo not given) | 7 | -14 | -8 | 16 | 0.8 | -8 | 2 | -7 | /
Nc1nnnn1/N=C/c1ccccc1OCc1ccc(Cl)cc1Cl | 0 | -7 | 14 | -6 | -0.3 | 5 | 7 | -3 | 0
